TDP-43 yeast inh – TDP-43 toxicity inhibition in yeast | 1.8% of 410,000 active | AID 652104 | TDP-43 expressing yeast growth rescue, BacTiter-Glo, 24 h | Potency, µM (highest dose often 46.1 µM), inactives show at the top dose growth rescue (activation), most hits filed as activators; also: % of control where 0% means no effect; nearly all actives have a fitted effect of over 50% in size
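Growth rescue of TDP-43-toxic yeast measured as ATP luminescence (BacTiter-Glo). Cells grown to mid-log in raffinose, induced in galactose at OD600=0.02, exposed to compound 24 hr at 30 deg C.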
HT1080-NT tox – kills 2HG-producing HT-1080-NT fibrosarcoma cells | HT-1080-NT fibrosarcoma viability, CellTiter-Glo ATP luminescence, 48 h | Potency, µM (titrated, usually from 46.1 µM), without a hit: at the highest dose activity, negative = less viability, hits mostly cytotoxic | 1.6% of 360,000 active | AID 686970;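 also: NT is the 2HG producing partner of a matched IDH1 knockdown line; 0% = DMSO-treated cells and -100% = media-only wells without cells; nearly all actives have a fitted effect of over 55% in size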
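HT-1080-NT fibrosarcoma cells (2HG-overproducing), 750 cells/well in RPMI with 5% FBS, dosed after 2 h and incubated 48 h at 37C. CellTiter-Glo luminescence normalized to DMSO and no-cell wells; concentration-response curves fitted and classed.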
KB-3-1 cytotox – kills parental KB-3-1 adenocarcinoma cells; Potency, µM (series often up to 46.1 µM), without a hit: top-dose activity change, negative = cytotoxic, most hits filed as cytotoxic; 1.4% of 400,000 active; KB-3-1 viability, CellTiter-Glo ATP luminescence, 72 h; AID 1347075; also: % is scaled to controls: 0 for no effect and ±100 for the full control effect; nearly all actives have a fitted effect of over 60% in size
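72 h, 37 °C compound treatment of KB-3-1 parental cells; CellTiter-Glo added, 10 min, luminescence read. Data corrected against DMSO-only plates and normalized before curve fitting.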
GLP1R ag – activates the human GLP-1 receptor; P43220; HEK293 GLP-1R CRE-luciferase, luminescence, 4-6 h; cells express a hypersensitive GLP-1R form; Potency, µM (top dose mostly 45.6 µM), for the others: at the highest dose activation, hits mostly activators; 0.007% of 380,000 active; AID 624172; also: % of control where 0% means no effect
Target sequence (P43220 whole entry, looked up): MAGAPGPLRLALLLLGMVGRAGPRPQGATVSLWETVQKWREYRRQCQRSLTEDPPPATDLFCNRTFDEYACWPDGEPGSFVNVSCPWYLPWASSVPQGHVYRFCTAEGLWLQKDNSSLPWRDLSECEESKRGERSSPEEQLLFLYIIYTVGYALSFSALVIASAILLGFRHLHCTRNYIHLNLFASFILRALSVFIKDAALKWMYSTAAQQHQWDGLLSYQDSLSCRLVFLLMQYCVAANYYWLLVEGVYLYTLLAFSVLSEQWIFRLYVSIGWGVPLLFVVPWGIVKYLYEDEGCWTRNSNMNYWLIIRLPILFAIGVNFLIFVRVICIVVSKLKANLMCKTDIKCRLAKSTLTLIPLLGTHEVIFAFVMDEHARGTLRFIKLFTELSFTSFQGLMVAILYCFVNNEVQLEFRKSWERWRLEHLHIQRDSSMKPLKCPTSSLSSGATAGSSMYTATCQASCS
GLP1R cytotox – cytotoxicity in counter-screen for GLP-1R inverse agonists; HEK293 cAMP-luciferase reporter cells, luminescence, 24 h; Potency, µM (highest dose often 38.3 µM), for the others: top-dose activity change, negative = inhibition, actives largely listed as inhibitors; 0.13% of 410,000 active; AID 624418;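 also: loss of luciferase light is scored as toxicity; % is scaled to controls: 0 for no effect and ±100 for the full control effect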
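A 23 nL compound transfer followed 12 hours of cell culture at 37 deg C; exposure then lasted 24 hr. Luciferase assay detection reagent was dispensed and plates read for luminescence after a 12 min room-temperature wait.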
HT1080 IDH1KD tx – toxicity to HT-1080 IDH1 knockdown cells (counter line) | HT-1080 IDH1 knockdown viability, ATP luminescence, 48 h | Potency, µM (titrated, usually from 46.1 µM), inactives show at the highest dose activity, negative = toxicity, hits mostly cytotoxic | 2% of 360,000 active;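 also: 0% = DMSO wells and -100% = cell-free medium wells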
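In this qHTS, HT-1080 cells depleted of IDH1 are exposed for 48 h at 37 °C to compound titrations. Toxicity is scored from CellTiter-Glo luminescence, with DMSO as full viability and medium alone as none.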
KB-V1 MDR tox – KB-V1 MDR subline cytotoxicity. KB-V1 MDR cells viability, CellTiter-Glo, 72 h. Potency, µM (series often up to 46.1 µM), inactives show at the top dose activity change, negative = cytotoxicity, most hits filed as cytotoxic. 3.4% of 400,000 active. AID 1347076; also: % is scaled to controls: 0 for no effect and ±100 for the full control effect; nearly all actives have a fitted effect of over 60% in size
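Drug-selected KB-V1 cells, grown in DMEM lacking phenol red with 10% FBS, receive compound titrations; after three days at 37 degrees C, surviving cell ATP is quantified by CellTiter-Glo luminescence and responses normalized and curve-fitted.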
SW480 rereplic – induces DNA re-replication in SW480 colon adenocarcinoma cells; SW480 DNA re-replication, Hoechst DNA content imaging, 48 h; Potency, µM (highest dose often 46.1 µM), without a hit: at the top dose re-replication activation, hits mostly activators; 1.8% of 340,000 active; AID 624297; also: % of control where 0% means no effect; nearly all actives have a fitted effect of over 55% in size
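Readout is total intensity of Hoechst-stained nuclei, excited at 405 nm and collected at 500-530 nm. Compound treatment lasted 48 hr at 37 C in 5% CO2 before staining.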
GLP1R inv ag – GLP-1 receptor (human) inverse agonism; P43220; HEK293 GLP-1R CRE-luciferase, luminescence, 24 h; GLP-1R form is constitutively active; Potency, µM (series often up to 38.3 µM), for the others: top-dose activity change, negative = inhibition, most hits filed as inhibitors; 1.6% of 410,000 active; also: % is scaled to controls: 0 for no effect and ±100 for the full control effect; nearly all actives have a fitted effect of over 55% in size
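Using stably transfected HEK293 (constitutively active GLP-1R, cAMP-luciferase reporter), compounds were incubated 24 hr and luciferase measured by luminescence.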
Numbers without * were called inactive; ? = inconclusive; / = no result given; [ ] = another dose, or the depositor's remark. Calls follow the shape of the dose curve; as a rule, active = well fitted curve in the direction sought with a large enough effect; inconclusive = small, poorly fitted or top-dose-only effect, or another doubt; inactive = no such curve, though single readings can be large; an effect the other way counts as inactive or inconclusive. Potency is read from the fitted curve at half-maximal effect.

SMILES	TDP-43 yeast inh	HT1080-NT tox	KB-3-1 cytotox	GLP1R ag	GLP1R cytotox	HT1080 IDH1KD tx	KB-V1 MDR tox	SW480 rereplic	GLP1R inv ag
CCC(C)NC(=O)C1(O)c2ccccc2NC(=O)N1c1ccc(C)c(C)c1 (centres undefined)	8%	13%	-2%	-6%	2%	17%	?	-2%	-1%
CCOc1ccc(S(=O)(=O)N(C)CCO)cc1-c1nc2c(C(C)(C)C)nn(C)c2c(=O)[nH]1	9%	-6%	?	?	-13%	-7%	10µM*	-8%	81%[activator]
Cc1ccc(OCC(=O)O/N=C(\N)Cc2ccc([N+](=O)[O-])cc2)cc1C	-9%	10%	2%	0%	3%	9%	14%	-14%	-1%
CCS(=O)(=O)N1Cc2cc(C(=O)NCCOC)nc(-c3cccc(-c4ccncc4)c3)c2[C@H]1CCO	3%	2%	23%	11%	7%	-10%	-7%	/	21%
Cc1ccc2[nH]c3c(=O)n(CCCN4CCN(C)CC4)cnc3c2c1	-12%	-9%	0%	0%	9%	-8%	22%	4%	-1%
CCN(C(=O)c1cc2c(=O)[nH]c3ccc(C)cc3c2s1)c1ccccc1F	-10%	1%	-6%	3%	6%	-3%	-7%	-6%	-23%
CCC(c1nnc(SCC(=O)NCCc2ccc(Cl)cc2Cl)o1)N(C)C (centres undefined)	5%	0%	-1%	1%	6%	3%	?	0%	-61%
O=C(Cc1c(Cl)cccc1Cl)NCCc1ccc(Cl)cc1	15%	-4%	-3%	4%	1%	-6%	-16%	-9%	-18%
Cc1ccc(C2=NNC(C(O)C(O)C(O)C(C)O)S2)cc1 (centres undefined)	9%	28%	-3%	-3%	-9%	13%	17%	-2%	27%
COc1ccc(OC)c(S(=O)(=O)N2CCCC(N3CCN(c4ccccc4)CC3)C2)c1 (centres undefined)	-4%	0%	-12%	11%	5%	-13%	0%	1%	-29%
Cc1ccc(NC(=O)C2CCN(S(=O)(=O)c3ccc(C(C)(C)C)cc3)CC2)cc1S(=O)(=O)N1CCOCC1	9%	-10%	-10%	-7%	1%	0%	-2%	-7%	?
O=C(CN(c1ccc(F)cc1)S(=O)(=O)c1ccc2c(c1)OCCO2)NCc1ccncc1	-27%	-1%	-1%	3%	7%	-1%	-2%	-3%	2%
Cc1cc(C)n(-c2nnc(C)n2/N=C/c2ccco2)n1	-17%	-3%	1%	-1%	11%	3%	-3%	2%	-4%
COc1ccc(C(=O)NC(C(=O)NCC2CCCO2)C(C)C)cc1 (centres undefined)	8%	13%	-4%	2%	22%	?	-26%	3%	8%
Cc1cc(Nc2ccccc2)c2c([N+](=O)[O-])c(C)cc(C)c2n1	5%	1%	?	24%	9%	-17%	21µM*	-6%	0%
COC(=O)CNC(=O)Cn1c(=O)n(Cc2ccc(F)cc2)c(=O)c2sccc21	-21%	-4%	0%	3%	-1%	-18%	-1%	-15%	-14%
Cc1ccc(C)c(NC(=O)CN(C)C(=O)c2sccc2C)c1	0%	0%	2%	5%	6%	8%	14%	3%	0%
O=C(CN1CCCC1)NC12CC3CC(CC(C3)C1)C2	17%	4%	-2%	-1%	1%	-1%	-23%	?	0%
COc1ccc(-c2nc3c(C#N)c[nH]n3c2NC2CCCC2)c(OC)c1	0%[9.22 µM]	/	18%	/	-7%	/	5%	/	4%
O=[N+]([O-])c1ccc(COc2ccc(-c3[nH]ncc3-c3ccc(Cl)cc3)c(O)c2)cc1	4%	?	-30%	-20%	-2%	23µM*	-33%	?	?
Cc1cc(C)cc(OCCOCCn2c(-c3ccc(Cl)cc3)nc3ccccc3c2=O)c1	31%	/	-9%	/	-5%	/	2%	/	0%
CC(Nc1n[nH]c(=O)[nH]c1=O)C(=O)N/N=C/c1ccccc1 (centres undefined)	18%	3%	7%	4%	-4%	11%	5%	-20%	1%
O=C(NC1CCCCC1)C1CCN(S(=O)(=O)c2cccc3cccnc23)CC1	2%	1%	2%	-2%	?	-3%	26%	-1%	5%
COCCn1c(NCc2ccccc2)nc2c1c(=O)[nH]c(=O)n2C	-3%	6%	-22%	4%	-9%	0%[9.24 µM]	-21%	-10%	15%
NC(=O)c1ccccc1NC(=O)/C=C/c1ccc(Cl)cc1	-4%	?	1%	-4%	3%	?	15µM*	-1%	-2%
N#Cc1ncc(C(F)(F)F)cc1Sc1ccccc1N	?	-5%	2%	6%	14%	-8%	-7%	-9%	-4%
COc1ccc(S(=O)(=O)N2CCC(C(=O)NCCC(=O)NC3CC3)CC2)cc1	11%	3%	9%	-5%	9%	7%	-7%	-10%	46%[activator]
COc1cc(NC(=O)COC(=O)c2ccccc2SCC(=O)N2CCCC2)cc(OC)c1	-15%	0%	13%	-5%	5%	-1%	?	-7%	-12%
CC(C)CN(C(=O)COC(=O)C1CC1)c1c(N)n(Cc2ccccc2)c(=O)[nH]c1=O	-11%	1%	?	10%	-2%	-1%	17%	-4%	6%
Cc1ccc(NC(=O)CSCC(=O)N(C)CCOc2ccc(Cl)cc2)cc1	?	-2%	-5%	12%	6%	-1%	-5%	-113%[inhibitor]	?
COc1ccc(CCN2CC(C(=O)NCc3ccco3)CC2=O)cc1OC (centres undefined)	2%	5%	-3%	8%	5%	0%	0%	?	-18%
COC(=O)[C@@H]1ON2OCC(C)=C3CCCC[C@@]32[C@H]1C(=O)OC	10%	10%	-6%	/	14%	0%	-3%	/	-6%
O=C(CCCn1c(SCC(=O)NC2CCCCC2)nc2ccccc2c1=O)NCC1CCCO1 (centres undefined)	-24%	7%	-4%	0%	-11%	6%	?	-3%	-5%
CCOC(=O)c1c(NC(=O)COC(=O)CNC(=O)c2ccc(Cl)cc2Cl)sc(C(=O)N(C)C)c1C	-22%	-10%	-2%	3%	-2%	-17%	-2%	?	38%[activator]
CCCC(C)(C)NC(=O)CCCCC(=O)NC(C)(C)CCC	-18%	2%	-3%	0%	-2%	-5%	0%	2%	4%
O=C(O)C1CN(c2ncccc2[N+](=O)[O-])C1	-30%	11%	7%	0%	1%	11%	-4%	-33%	-4%
Cc1ccc(OC(C)C(=O)O)cc1C (centres undefined)	-15%	5%	-2%	-6%	1%	15%	24%	-5%	4%
COc1ccc(CNC(=O)CC[C@H]2O[C@@H](n3cnc4c(NC(=O)c5ccccc5)ncnc43)[C@H](O)[C@@H]2O)cc1	7%	11%	0%	-3%	-11%	15%	-13%	/	0%
COc1ccccc1-c1oc2ccccc2c1-c1ccccc1OC	13%	1%	0%	-1%	-19%	-5%	-4%	2%	?
O=C(O)CC1(C(=O)O)CC2C=CC1C2 (centres undefined)	0%	0%	1%	-4%	-5%	6%	9%	/	-24%

4 compounds picked at random from those above, as already listed:
SMILES	TDP-43 yeast inh	HT1080-NT tox	KB-3-1 cytotox	GLP1R ag	GLP1R cytotox	HT1080 IDH1KD tx	KB-V1 MDR tox	SW480 rereplic	GLP1R inv ag
COCCn1c(NCc2ccccc2)nc2c1c(=O)[nH]c(=O)n2C	-3%	6%	-22%	4%	-9%	0%[9.24 µM]	-21%	-10%	15%
COc1ccc(CNC(=O)CC[C@H]2O[C@@H](n3cnc4c(NC(=O)c5ccccc5)ncnc43)[C@H](O)[C@@H]2O)cc1	7%	11%	0%	-3%	-11%	15%	-13%	/	0%
O=C(NC1CCCCC1)C1CCN(S(=O)(=O)c2cccc3cccnc23)CC1	2%	1%	2%	-2%	?	-3%	26%	-1%	5%
CCOC(=O)c1c(NC(=O)COC(=O)CNC(=O)c2ccc(Cl)cc2Cl)sc(C(=O)N(C)C)c1C	-22%	-10%	-2%	3%	-2%	-17%	-2%	?	38%[activator]

(listing goes on)
SMILES	TDP-43 yeast inh	HT1080-NT tox	KB-3-1 cytotox	GLP1R ag	GLP1R cytotox	HT1080 IDH1KD tx	KB-V1 MDR tox	SW480 rereplic	GLP1R inv ag
COc1cc(/C=N/Nc2ccc(S(N)(=O)=O)cc2[N+](=O)[O-])cc(OC)c1O	-2%	1%	11%	10%	-18%	6%	14%	-21%	7%
Cc1ccc(-n2ccnc(SCC(=O)NCCc3ccccc3)c2=O)cc1F	9%	17%	10%	3%	0%	12%	-9%	-360%[inhibitor]	?
COc1ccc(NS(=O)(=O)c2csc(C(=O)Nc3ccccc3)c2)cc1	0%	?	?	9%	-1%	?	?	-2%	?
Cc1[nH]c2ccc(C(=O)OC(C)C(=O)NC3CCCCC3C)cc2c1C (centres undefined)	30%	?	?	4%	-4%	-19%	?	8%	?
C/C=C/c1ccc(OCC(O)CN(C)Cc2ccc(SC)cc2)c(OC)c1 (centres undefined)	-5%	-21%	-5%	19%	-14%	-10%	-2%	16%	?
O=C(CSc1nc(-c2ccccc2)cn1-c1ccccc1)Nc1ccccc1	11%[9.22 µM]	/	-27%	/	-3%	/	?	/	?
O=C(O)c1ccc(-c2ccc(Cl)cc2Cl)o1	?	1%	-1%	3%	9%	0%	-2%	4%	0%
Cc1ccc(/C=N/N2CCN(Cc3ccccc3)CC2)cc1	-12%[0.397 µM]	14%	19%	11%	-4%	21%	9%	3%	?
O=C(CN1C(=O)c2cccc3cccc(c23)C1=O)N1CCCCC1	14%	19%	?	-3%	-3%	22%	?	-11%	11%
O=C(CN1C(=O)CCSc2ccccc21)Nc1ccc2c(c1)OCCO2	-7%	5%	-8%	-2%	4%	-23%	13µM*	-3%	66%[activator]
O=C(CSCc1ccc(Cl)cc1)N1CCN(Cc2ccc3c(c2)OCO3)CC1	7%	0%	3%	2%	5%	-17%	-1%	-1%	10µM*
O=C(NCc1ccc2c(c1)OCO2)c1ccc(S(=O)(=O)C(F)F)cc1	-7%	5%	6%	-1%	1%	3%	19%	-4%	-24%
Nc1nc(N2CCN(C(=O)c3ccco3)CC2)nc2ccccc12	11%	20%	19%	6%	-18%	9%	-18%	-1%	21%
O=C1CC(c2cccc(F)c2)c2c(c3ccccc3[nH]c2=O)O1 (centres undefined)	-3%[9.22 µM]	11%	-2%	-1%	1%[7.66 µM]	21%	?	1%	-1%[7.66 µM]
C=C(C)CNC(=S)Nc1nc2c(cc1C(=O)OCC)CCCC2	3%	9%	17%	8%	-12%	6%	0%	-13%	23%
